IMP-1 inhibitor – blocks Pseudomonas aeruginosa IMP-1 metallo-beta-lactamase | purified IMP-1, nitrocefin hydrolysis, epi-absorbance fluorescence | inhibition, % at 5.6 µM | 290,000 compounds, 0.45% hits | AID 1556;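 active = inhibition above the mean plus 3 SD of all compounds in the same screening run, cut at about 4.5% in these data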;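 also: 0% = IMP-1 with DMSO and 100% = DMSO wells lacking enzyme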
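assay system = purified recombinant IMP-1 metallo-beta-lactamase enzyme | schedule = 15 min preincubation plus 25 min reaction at 25 °C | signal = Epi-absorbance fluorescence, 480 nm excitation, 530 nm emission | read-out basis = percent inhibition from optical density relative to buffer-blank wells | controls = IMP-1 with DMSO as 0%, enzyme-free DMSO as 100%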
MEKK3 PB1 HTS – MEKK3-MEK5 PB1 interaction, increase or decrease; AID 1529; bead-based flow cytometry, Alexa488-MEK5 binding to MEKK3; actives lie on both sides; 0 = blocked by unlabeled MEK5, 100 = vehicle; binding response (% of control), % at 10 µM; 290,000 compounds, 1.4% hits; Q99759;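 active = binding response more than 3 SD above or below the average of its plate-row segment, actives on both sides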;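 also: Alexa488 bead fluorescence after subtracting the streptavidin-only scavenger bead signal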
Target sequence (Q99759 whole entry, looked up): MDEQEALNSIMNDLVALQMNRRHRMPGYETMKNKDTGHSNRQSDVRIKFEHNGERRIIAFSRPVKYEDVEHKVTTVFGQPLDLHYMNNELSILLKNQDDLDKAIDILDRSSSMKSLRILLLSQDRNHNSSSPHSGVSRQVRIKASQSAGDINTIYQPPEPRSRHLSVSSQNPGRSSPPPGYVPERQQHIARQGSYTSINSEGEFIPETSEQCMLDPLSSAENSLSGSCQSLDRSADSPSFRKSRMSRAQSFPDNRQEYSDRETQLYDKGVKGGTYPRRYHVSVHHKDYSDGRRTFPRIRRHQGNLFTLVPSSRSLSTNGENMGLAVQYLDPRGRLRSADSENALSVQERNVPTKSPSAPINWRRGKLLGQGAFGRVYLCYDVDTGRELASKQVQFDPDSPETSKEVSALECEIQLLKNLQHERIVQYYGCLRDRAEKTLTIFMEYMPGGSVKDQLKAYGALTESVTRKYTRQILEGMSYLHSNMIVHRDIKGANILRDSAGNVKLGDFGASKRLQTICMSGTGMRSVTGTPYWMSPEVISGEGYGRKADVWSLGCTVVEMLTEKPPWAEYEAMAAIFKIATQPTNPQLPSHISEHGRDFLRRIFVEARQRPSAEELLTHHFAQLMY
NS3 helicase inh – HCV NS3 helicase inhibition; NS3 helicase DNA unwinding, Cy5 molecular beacon fluorescence; inhibition, % at 10.9 µM; 290,000 compounds, 0.56% hits; AID 1800;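 active = inhibition above the mean of all tested compounds plus 3 SD, set per campaign, cut at about 35% in these data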;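 also: 0% = DMSO wells and 100% = thioflavine S control wells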
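test system = hepatitis C virus NS3 helicase domain fragment enzyme | reagent = annealed dual-labelled DNA beacon duplex, ATP-started | times = 1 h at 25 °C | detection = Cy5 fluorescence, 0 and 60 min reads | read-out basis = percent inhibition from t60/t0 fluorescence ratio | control set = DMSO and thioflavine S | replication = one well per compound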
p-CIP stab down – lowers stability of the mouse p/CIP coactivator protein; Q05BA5; F442A p/CIP-EGFP cells, EGFP fluorescence, 16 h; decrease of EGFP signal, % at 10 µM; 290,000 compounds, 0.01% hits; AID 1984;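 active = EGFP signal decrease of at least 30% at 10 µM or well 3 SD below plate mean, unless failing retest; inactive = the rest, including hits failing retest or dose response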; also: some compounds called inactive have numbers as strong as hits; many of its hits are not listed in these tables
IDE act – IDE (human) activation, cell-based; HEK cells, FAbeta-B cleavage, fluorescence polarization; 0% vehicle, 100% cell-free pure enzyme wells; P14735; 340,000 compounds, 0.073% hits; activation, % at 5.96 µM;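 active = activation above the mean of all tested compounds plus 3 SD, set per screening campaign, cut at about 17% in these data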
FID counter – displaces DNA intercalator in HCV helicase counter-screen; DNA fluorescent intercalator displacement, fluorescence; inhibition, % at 7.9 µM; 290,000 compounds, 0.17% hits; AID 1845; in the data active = inhibition above about 37%;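 also: 0% = vehicle and 100% = reference compound; higher means more ethidium bromide displaced from hairpin DNA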
VIM-2 inh – inhibitors of Pseudomonas aeruginosa VIM-2 metallo-beta-lactamase | purified VIM-2, nitrocefin hydrolysis, epi-absorbance fluorescence | inhibition, % at 5.6 µM | 290,000 compounds, 0.89% hits | AID 1527;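 active = inhibition above the mean of all tested compounds plus 3 SD, cutoff set per screening run, cut at about 7.5% in these data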;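 also: red hydrolysis product quenches plate fluorescence so inhibitors raise well fluorescence; 0% = enzyme with DMSO and 100% = DMSO without enzyme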
PHOSPHO1 inh – blocks human PHOSPHO1 phosphatase activity; inhibition, % at 13.3 µM; 290,000 compounds, 1.1% hits; recombinant PHOSPHO1, absorbance phosphatase assay; Q8TCT1; in the data active = inhibition above about 60%
Target sequence (Q8TCT1 whole entry, looked up): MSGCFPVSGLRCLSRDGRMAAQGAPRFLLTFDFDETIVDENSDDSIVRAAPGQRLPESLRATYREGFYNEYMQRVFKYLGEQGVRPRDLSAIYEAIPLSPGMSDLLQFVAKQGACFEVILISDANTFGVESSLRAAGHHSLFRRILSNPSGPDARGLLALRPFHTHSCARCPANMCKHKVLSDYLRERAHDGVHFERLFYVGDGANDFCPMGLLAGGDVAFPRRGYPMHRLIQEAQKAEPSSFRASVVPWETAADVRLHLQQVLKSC
UBC9 SUMO inh – blocks human SUMOylation mediated by UBC9. P63279. HTRF SUMOylation assay, SAE1/SAE2 + UBC9, in vitro. inhibition, % at 35 µM. 290,000 compounds, 0.36% hits; in the data active = inhibition above about 50%, passing the limit was not always enough; also: strong numbers were not always called active
Target sequence (P63279 whole entry, looked up): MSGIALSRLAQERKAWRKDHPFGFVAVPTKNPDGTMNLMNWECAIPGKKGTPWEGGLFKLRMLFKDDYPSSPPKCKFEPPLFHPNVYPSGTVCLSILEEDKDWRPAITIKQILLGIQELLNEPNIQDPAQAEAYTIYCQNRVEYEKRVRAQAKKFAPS
* marks the source's active call; other numbers are inactive results; · = not tested or not shown.

SMILES	IMP-1 inhibitor	MEKK3 PB1 HTS	NS3 helicase inh	p-CIP stab down	IDE act	FID counter	VIM-2 inh	PHOSPHO1 inh	UBC9 SUMO inh
COc1cc(C(=O)NC(=S)Nc2nc(-c3ccc(F)cc3)cs2)cc(OC)c1OC	-4.5	101	4	0	-2	-4	-3.2	-4	0
COCN(C#N)c1nc(OC)nc(OC)n1	-2.4	101	-11	0	1	1	-2.9	29	20
CCCCC(CC)C(=O)Nc1ccc(Cl)cn1 (stereo unspecified)	-0.3	101	4	-2	8	-4	-3.1	20	12
COc1ccc(C2C(C#N)=C(N)N(N(C)C)C3=C2C(=O)CCC3)cc1 (stereo unspecified)	-2.6	106	2	-8	6	-6	-2.3	33	1
CC(C)(C)C(=O)COC(=O)c1cc(-c2ccncc2)nc2ccccc12	-0.8	102	11	-9	6	-20	-1.6	13	5
COc1ccc([N+](=O)[O-])cc1N(CC(=O)N1CCCCC1)S(C)(=O)=O	-2.1	103	-2	-4	0	-1	-2.4	46	17
CN(CCN1CCOCC1)Cc1nc(-c2cccs2)no1	-2.3	106	-7	-3	1	2	-2.4	14	20
CCCc1cc(=O)oc2cc(OCC(=O)Nc3ccc4c(c3)OCCO4)ccc12	-1.9	103	14	5	1	-3	-2.9	-14	10
O=C(c1cccnc1)c1cccnc1	-1.9	100	-6	-28	-4	9	-1.8	-13	-12
O=C(c1ccco1)N1N=C(c2ccc(Cl)cc2)CC1c1ccco1 (stereo unspecified)	-2.7	103	1	5	-6	-46	35*	51	4
O=C(Nc1ccccn1)c1cccc(S(=O)(=O)N2CCOCC2)c1	-1.9	112	-4	-4	0	-1	-3.9	2	7
Cc1ccccc1OCC(=O)Nc1ccc(S(=O)(=O)Nc2onc(C)c2C)cc1	-0.5	93	-2	-18	1	-33	-2.3	23	2
CC(=O)c1ccc(S(=O)(=O)NCc2cccnc2)cc1	-1.0	109	-3	-2	2	-4	1.1	39	-12
Cc1ccnc(NC(=O)Cn2c(=O)oc3cc(S(=O)(=O)N4CCCC4)ccc32)c1	-2.2	99	18	0	3	-16	0.2	41	4
CCOC(=O)c1oc2c(O)c(O)ccc2c(=O)c1-c1nncn1-c1ccccc1	-2.7	96	6	-3	5	-5	-1.4	22	-30
CC(C)NC(=O)c1c(O)c2cccc3c2n(c1=O)CCC3	-6.9	98	-6	-3	-2	-13	4.5	-6	-1
CN(CC(=O)Nc1ccccc1Br)C(=O)C1CCN(C(=O)c2ccc(Cl)cc2)CC1	-0.8	95	3	-11	3	-45	0.6	15	11
Cc1ccc(NC(=O)Cn2cccc2)cc1Cl	-0.2	99	26	7	6	-6	1.8	30	-2
CC(C)c1ccccc1NCC(=O)N1CCN(Cc2ccccc2)CC1	-3.7	103	-13	4	3	-25	0.0	22	-3
COc1ccccc1CNC(=O)C1(C)Oc2cccnc2NC1=O (stereo unspecified)	-3.2	106	5	-11	2	-2	-2.0	18	19
COc1ccc(S(=O)(=O)N(C)c2ccc(C(=O)NCc3ccco3)cc2)cc1	-4.1	100	4	-1	3	-26	-2.0	-11	-1
Cc1cccc(NC(=O)c2ccc(N3C(=O)C4C5C=CC(C6CC56)C4C3=O)cc2)c1 (stereo unspecified)	-1.4	93	-9	1	-2	-18	-1.6	53	16
Cc1cc(N2CCN(C(=O)c3ccco3)CC2)n2ncc(-c3ccccc3)c2n1	-3.1	103	-4	-7	-4	-4	-2.5	18	10
Cc1ccnc(OC(C(=O)O)C(OCCc2ccccc2)(c2ccccc2)c2ccccc2)n1 (stereo unspecified)	-3.3	102	33	-17	-1	-28	0.6	·	26
Fc1ccc(/C=N/N2CCCCC2)c(F)c1	-4.1	100	5	-6	1	-6	-2.1	7	24
O=C(CCn1c(=S)oc2ccccc21)NC1CCCCC1	-3.4	104	15	-2	3	-5	-3.1	18	-4
S=C(NC1CCCC1)N1CCN(c2cccc(Cl)c2)CC1	-2.1	101	-1	-3	5	-10	-3.4	-68	-3
Cc1sc2nc(CSCC(=O)N(CCC#N)c3ccccc3)[nH]c(=O)c2c1C	-3.2	99	-1	-3	-7	-37	-3.5	-3	6
CN1/C(=C/C=N/NC(=O)c2ccc([N+](=O)[O-])cc2)C(C)(C)c2ccccc21	-4.0	112	6	-6	-6	-4	-6.1	2	-18
O=C(CCCOc1ccccc1)Nc1cccnc1	-1.9	117	5	-6	7	-3	-2.8	-4	9

Part of the list above in order of molecular weight, lowest first:
SMILES	IMP-1 inhibitor	MEKK3 PB1 HTS	NS3 helicase inh	p-CIP stab down	IDE act	FID counter	VIM-2 inh	PHOSPHO1 inh	UBC9 SUMO inh
CCCCC(CC)C(=O)Nc1ccc(Cl)cn1 (stereo unspecified)	-0.3	101	4	-2	8	-4	-3.1	20	12
CN(CCN1CCOCC1)Cc1nc(-c2cccs2)no1	-2.3	106	-7	-3	1	2	-2.4	14	20
COc1ccc([N+](=O)[O-])cc1N(CC(=O)N1CCCCC1)S(C)(=O)=O	-2.1	103	-2	-4	0	-1	-2.4	46	17
Cc1sc2nc(CSCC(=O)N(CCC#N)c3ccccc3)[nH]c(=O)c2c1C	-3.2	99	-1	-3	-7	-37	-3.5	-3	6

Other compounds follow.
SMILES	IMP-1 inhibitor	MEKK3 PB1 HTS	NS3 helicase inh	p-CIP stab down	IDE act	FID counter	VIM-2 inh	PHOSPHO1 inh	UBC9 SUMO inh
N#Cc1cccc(NC(=O)Nc2cccs2)c1	-2.2	106	5	-18	2	-3	0.7	-68	-6
Cc1ccc(C)c(NS(=O)(=O)c2cc(C(N)=O)ccc2C)c1	-2.5	106	-4	6	3	2	-2.4	6	-10
COc1cc2c(cc1OC)/C(=C/C#N)NC(C)(C)C2	-1.0	103	-12	48	3	-14	1.9	9	26
CCc1nnc(NC(=O)CSc2nnc(C)n2CC2CCCO2)s1 (stereo unspecified)	-2.3	101	-2	-17	0	0	-0.2	11	4
Cc1cc(=O)oc2c(C)c(OCC(=O)NCCCn3ccnc3)ccc12	-3.0	100	3	-8	-7	10	19*	27	7
CC1(N(O)/C=C2\C=CC=CC2=O)CCCCC1=O (stereo unspecified)	0.9	78	-1	-1	-4	0	5.0	15	20
O=C(CCC(=O)Nc1nnc(C2CCCCC2)s1)NCc1ccc(F)cc1	-3.7	98	-6	2	5	-10	-3.4	29	12
Cc1ccccc1N1CCN(Cc2cccc(C(=O)O)c2)CC1	-2.0	106	1	-6	-2	-6	-1.6	2	5
Cc1ccc(Oc2ccc(Cl)cc2NC(=O)c2cnccn2)cc1	-2.4	101	-2	-4	-4	2	-1.9	-24	8
COc1cccc(C(=O)c2c[nH]c(C(=O)NCc3ccco3)c2)c1	-2.7	102	-1	-4	1	-8	-1.8	0	8
CCN(CC)C(=O)CN(c1cccc(C(F)(F)F)c1)S(C)(=O)=O	0.7	101	6	-11	2	-1	0.1	-12	16
O=C(Nc1ccccc1)c1cc(S(=O)(=O)NCc2ccncc2)ccc1Cl	-0.9	101	-5	-28	8	-8	-2.2	22	0
O=S(=O)(NCC1CCCO1)c1cc(Cl)ccc1Cl (stereo unspecified)	-3.5	97	0	-2	3	2	-3.1	3	-8
FC(F)(F)COc1nc(N2CCOCC2)nc(N(c2ccccc2)c2ccccc2)n1	-4.2	96	6	-9	0	-5	-3.0	1	-13
COc1cc(-c2nnc(SCC(=O)Nc3cc(C)on3)n2C)cc(OC)c1O	-3.1	105	-2	-2	0	-6	-2.4	-4	-1
O=C(C1=NN[C@@H]2C(=O)N(c3cccc(F)c3)C(=O)[C@H]12)C(c1ccccc1)c1ccccc1	5.2*	103	26	-11	2	-35	-3.4	1	-7
CCOC(=O)C(C)Sc1ncc(-c2ccccc2)cn1 (stereo unspecified)	-1.5	99	3	0	4	-14	0.4	33	14
Cc1c(C)n(-c2ccccc2)c2ncnc(NCCCN(C)C)c12	-1.3	102	0	0	4	14	4.7	11	-9
O=C(Nc1cc(Cl)ccc1-n1cncn1)c1ccc([N+](=O)[O-])s1	-1.7	104	-1	-39	0	16	-2.6	4	16
COc1ccccc1C(=O)N/C(=N/c1nc(C)cc(C)n1)Nc1ccccc1	-2.3	97	-7	-8	9	-12	-2.0	19	6
Cc1cc(NC(=O)CCc2ccccc2)c([N+](=O)[O-])cc1C	-3.5	100	8	-6	6	-1	-2.7	-9	-8
Cn1cnc2cc(NS(=O)(=O)c3ccc(Br)cc3)ccc21	-1.6	102	7	9	1	-7	-0.3	-12	0
Cc1ccc(COCC(CC(C)C)N2CCN(C(=O)c3cccc(C(F)(F)F)c3)CCC2=O)cc1 (stereo unspecified)	-2.0	90	-10	12	2	-46	-0.7	-9	-43
COc1cc2c(cc1OC)CN(C(=O)CN1CCN(S(=O)(=O)c3ccccc3Br)CC1)CC2	1.2	100	4	4	-3	-44	-3.5	44	10
O=C(CSc1nc(-c2ccccc2)cc(=O)[nH]1)Nc1ccccn1	-3.3	106	6	-8	1	6	-1.6	27	12
Cc1ccc(SCc2cn3cccnc3n2)cc1	-0.9	107	-1	-3	5	5	0.8	18	18
CC(C)CNS(=O)(=O)c1cc(C(=O)OCC(=O)c2ccc3c(c2)OCCO3)c(Cl)cc1Cl	-1.8	110	9	-1	1	-16	-1.6	0	-19
CCCN(CCC)S(=O)(=O)c1ccc(C(=O)NCc2ccc3c(c2)OCO3)cc1	-3.6	107	-1	-20	3	-10	-4.6	-7	-1
CCCCN(CC)C(=O)C1CCC(=O)N(c2ccc(OC)cc2)C1c1ccc(OC)c(OC)c1 (stereo unspecified)	4.4	·	4	·	-1	-36	2.1	·	·
O=C(NNC(=S)Nc1ccccc1C(F)(F)F)c1ccc(Br)o1	-1.6	101	-16	0	4	-8	-3.0	10	-37
COc1ccccc1CCN1CCCC(CN(C)C(=O)c2ccc3nc[nH]c3c2)C1 (stereo unspecified)	-2.0	100	0	-9	-3	0	0.6	33	3
Cc1cccc2cc(CN(C(=O)c3cccs3)c3ccccc3)c(=O)[nH]c12	-0.7	88	8	-7	-1	-7	-1.9	6	3
C=CCNC(=S)NNC(=O)c1ccc(OCC)cc1	-2.1	·	6	-10	0	-3	-3.6	50	20
CCN(CC)S(=O)(=O)c1csc(C(=O)NC2CCCCC2)c1	-5.4	118	3	7	1	-2	-5.3	-2	8
CC(C)(Nc1ccccc1)C(=O)c1ccccc1	-2.5	103	-20	-1	-4	-9	-2.8	0	3
COc1ccc(S(=O)(=O)Nc2ccc(F)cc2F)cc1C(=O)N1CCOCC1	-3.7	97	1	2	-3	-7	-1.7	18	14
Cc1cccc(NC(=O)CN(C)S(=O)(=O)c2ccc(Cl)cc2)n1	-0.9	97	5	-3	1	-7	-3.6	-45	-5
CCOc1ccc(S(=O)(=O)n2ccnc2)c2ccccc12	·	90	·	-18	0	·	·	-5	7
Cc1ccc(S(=O)(=O)N[C@@H](CO)C(=O)N[C@@H](Cc2ccc(O)cc2)C(=O)O)cc1	-3.4	105	-5	0	3	-5	-1.8	-11	15
COc1ccc(CSc2nncn2N)cc1[N+](=O)[O-]	-3.2	105	-3	-16	3	-3	-2.8	-4	22
CN1c2ccsc2C(=O)/C(=C\Nc2cccc(C(F)(F)F)c2)S1(=O)=O	-2.5	92	2	-4	·	0	-2.5	36	-3

The list is partial, so the mix of outcomes need not match the whole.
